Vif imaging: HIV Vif self-association inhibitors, primary screen, imaging, HEK293T, single point. inhibition, % at 7.49 µM. HEK293T cells, Vif self-association by quenched fluorescence, 24 h. 340,000 tested, 0.35% active. AID 602346, 2012; in the data active = inhibition above about 50%, passing the limit was not always enough; note: some results filed as inactive read as strong as hits
m5-HT2A agonist: mouse Htr2a agonists via beta-arrestin recruitment, primary screen, cell-based, luminescence. 5-hydroxytryptamine receptor 2A (Mus musculus), P35363. CHO-K1 mHTR2A beta-arrestin complementation; percent of 30 µM serotonin response. activation, % at 7.6 µM. 360,000 tested, 0.66% active. AID 624169, 2012;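 active = activation above a run cutoff, the mean activation of all tested compounds plus 3 SD, cut at about 14% in these data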;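 note: 0% = plate median of compound wells and 100% = 30 µM serotonin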
aDG glyco up: activators of alpha-DG glycosylation, primary screen, uHTS, Pro5-aDG cells, AlphaScreen | alpha-DG glycosylation AlphaScreen (IIH6); 0% Pro5, 100% B10-LARGE cell signal | activation, % at 10 µM | 360,000 tested, 0.22% active;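 active = activation of at least 8% versus controls, or a plate z-score of at least 8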;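 note: Pro5 are CHO cells carrying HIG-tagged alpha-DG that lacks glycosylation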
ABCB6 inh MLPCN: ABCB6 transporter inhibitors, primary screen, K562-ABCB6 cells, flow cytometry, MLPCN library. ATP-binding cassette sub-family B member 6 (Homo sapiens), Q9NP58. K562-ABCB6 porphyrin accumulation, 1 h; active compounds read low. fluorescence ratio to DMSO, % at 10 µM. 360,000 tested, 0.19% active. AID 602162, 2011;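 active = fluorescence ratio to DMSO below 75%, the collection mean minus 3 SD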;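 note: signal is porphyrin accumulated inside mitochondria; 100% equals median channel fluorescence of DMSO control wells; lower ratio means ABCB6 inhibition with less porphyrin fluorescence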
Target sequence (Q9NP58 whole entry, looked up): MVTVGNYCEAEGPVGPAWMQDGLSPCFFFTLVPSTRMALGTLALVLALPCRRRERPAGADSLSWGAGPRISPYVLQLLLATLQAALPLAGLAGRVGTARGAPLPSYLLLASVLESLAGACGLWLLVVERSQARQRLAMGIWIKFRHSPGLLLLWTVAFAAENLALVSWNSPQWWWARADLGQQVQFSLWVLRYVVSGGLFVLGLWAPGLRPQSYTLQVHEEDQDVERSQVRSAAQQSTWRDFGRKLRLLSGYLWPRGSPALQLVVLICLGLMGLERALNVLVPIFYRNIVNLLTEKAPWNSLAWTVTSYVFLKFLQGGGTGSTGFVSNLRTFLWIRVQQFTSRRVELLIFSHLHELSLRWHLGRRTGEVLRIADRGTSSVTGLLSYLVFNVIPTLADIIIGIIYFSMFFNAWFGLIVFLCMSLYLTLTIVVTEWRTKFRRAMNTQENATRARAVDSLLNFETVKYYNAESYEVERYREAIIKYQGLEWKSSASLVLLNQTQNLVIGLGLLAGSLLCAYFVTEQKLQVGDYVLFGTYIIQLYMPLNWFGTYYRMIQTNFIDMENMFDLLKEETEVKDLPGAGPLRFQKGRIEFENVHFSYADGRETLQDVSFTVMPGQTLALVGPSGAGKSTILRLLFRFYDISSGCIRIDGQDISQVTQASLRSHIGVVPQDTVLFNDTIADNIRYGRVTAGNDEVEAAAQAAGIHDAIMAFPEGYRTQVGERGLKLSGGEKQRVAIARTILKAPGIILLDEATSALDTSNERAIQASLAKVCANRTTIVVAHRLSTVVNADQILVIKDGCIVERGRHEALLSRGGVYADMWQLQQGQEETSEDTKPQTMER
iPSC survival up: enhancers of single-cell hiPSC survival, primary screen, ATPlite luminescence. 100% = ROCK inhibitor wells, 0% = DMSO. survival enhancement, % at 20 µM. 360,000 tested, 0.044% active; in the data active = survival enhancement above about 18%;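 note: cells exposed to compounds for 16 hours before the ATP read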
CaV13 FRET inh: Primary screen for inhibitors of IQ motif and Ca2+-dependent inactivation inhibitor domain binding in CACNA1D, Förster resonance energy transfer in living cells, …; HEK cells, CFP/YFP FRET ICDI-IQ, plate reader, 10 min; percent FRET-ratio fall versus neutral wells; inhibition, % at 12.3 µM; 340,000 tested, 0.098% active;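 active = mean replicate inhibition of at least 30% and at least 1% of replicates passing that level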;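 note: 0% = median of the neutral control wells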
N-glyco inh: increase of ERlucT glycosylation luciferase signal, primary screen, N-linked glycosylation inhibitor project, D54 ERlucT cells, luminescence, set 2 | 360,000 tested, 0.23% active | AID 588692, 2011 | reporter increase, % at 12.5 µM | D54 ERlucT glycosylation luciferase reporter, 24 h; percent of 100 nM tunicamycin response;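 active = mean luciferase reporter signal, scaled so untreated is 0 and the glycosylation-blocking control 100, at or above a set limit in every replicate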;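 note: luciferase carries N-glycosylation sites so blocking glycosylation raises the light; 0% = median of neutral control wells and 100% = median of 100 nM tunicamycin wells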
PDI turbidity: inhibitors of human PDI, primary screen, biochemical, turbidity, single point, plate reader; AID 588391, 2011; PDI insulin aggregation turbidity, A650, 90 min; inhibition, % at 10 µM; 350,000 tested, 0.052% active;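 active = mean inhibition across replicates of 30% or more, whatever share of single replicates reach that level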;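 note: absorbance from insulin aggregation driven by PDI reduction with DTT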
H9c2 protect: cardioprotection against H2O2-induced cell death, primary screen, uHTS, H9c2 cells, ATPLite luminescence; H9c2 cardiomyocytes, H2O2 injury protection, 2 h; protection from H2O2 cell death, % at 20 µM; 360,000 tested, 0.63% active;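 active = compounds giving at least 50% protection of heart cells from peroxide-induced death in the single-dose screen, raw or plate-pattern-corrected value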;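 note: 0% = DMSO wells with peroxide and 100% = DMSO wells without peroxide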
Exocytosis inh: LAMP-1 surface exposure blockers, TALL-104 cells – cell-based, flow cytometry, MLPCN library, primary screen; AID 651702, 2012; 360,000 tested, 0.66% active; TALL-104 LAMP-1 surface exposure; cells stimulated with thapsigargin and PMA; inhibition, % at 10 µM;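 active = inhibition above about 55%, limit read from the data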
Numbers without * were called inactive; . = no result given.

SMILES	Vif imaging	m5-HT2A agonist	aDG glyco up	ABCB6 inh MLPCN	iPSC survival up	CaV13 FRET inh	N-glyco inh	PDI turbidity	H9c2 protect	Exocytosis inh
Cc1ccc([N+](=O)[O-])c2c1C(N1CCCCC1)C(C)(C)O2 (stereo not given)	-6	3	0.0	95	-0.6	-20	-1	-3	-9	-4
CCCn1nc(NS(=O)(=O)c2ccc(F)cc2)c2cc3ccccc3nc21	1	-2	0.0	101	0.0	-3	-2	10	-2	-5
COc1cccc(C2C(C(=O)NCc3ccccc3)=C(C)Nc3ncnn32)c1 (stereo not given)	13	0	-0.2	78	3.5	-4	3	7	8	-3
CCOC(=O)c1ccc2[nH]cc(C(C)=O)c(=O)c2c1	8	-2	0.1	92	-0.9	-4	2	10	1	-4
O=S1(=O)N=C(Nc2ccc(O)c(CN3CCCCC3)c2)c2ccccc21	7	-3	0.2	92	1.9	.	-2	-3	2	-2
COc1ccc(CNC(=O)c2cc(-c3ccccc3OC)on2)cc1	.	-4	-0.1	98	0.2	-7	1	4	0	-2
COc1ccc(/C(O)=C2/C(=O)C(=O)N(CCCN3CCOCC3)C2c2ccc(C)cc2)cc1 (stereo not given)	-3	0	-0.1	103	-0.8	-6	0	2	5	14
CSc1ccc(S(=O)(=O)NCC(=O)OCCOc2ccccc2)cc1[N+](=O)[O-]	-8	6	0.0	94	-0.4	-1	2	2	2	14
CC(C)(C)c1csc(NC(=O)Cn2cnc3ccccc3c2=O)n1	1	2	0.0	94	-3.5	-1	2	1	7	-1
Cc1nc2c(-c3ccc(F)cc3)cnn2c(N)c1-c1ccc(F)cc1	-1	0	0.7	99	-0.6	-11	-17	-21	-18	-15
O=C(O)C1CCCN1C(=O)C1CCN(S(=O)(=O)c2cccc(C(F)(F)F)c2)CC1 (stereo not given)	6	5	-0.1	100	-0.5	.	1	-9	1	2
Cc1ccc(/C=C2\Oc3c(ccc(O)c3CN3CCN(C)CC3)C2=O)cc1	-10	-6	-0.8	101	-1.3	-10	-2	5	2	0
C=CC[C@@H](CC(=O)NCCO)C(=O)N[C@H](C)COC(=O)[C@@H](CC=C)Cc1ccc(F)cc1	.	-6	0.0	97	-4.2	-11	2	1	0	-7
O=C(Nc1ccc(S(=O)(=O)N2CCCCCC2)cc1)c1ccco1	-5	15*	-0.1	91	0.0	-5	-5	-4	-1	-5
O=C1CCC(=O)N1CCC(c1ccc(F)cc1)c1ccco1 (stereo not given)	15	9	0.3	99	4.0	-8	2	-9	2	0

Full records from above. Values in the order: Vif imaging	m5-HT2A agonist	aDG glyco up	ABCB6 inh MLPCN	iPSC survival up	CaV13 FRET inh	N-glyco inh	PDI turbidity	H9c2 protect	Exocytosis inh
Record of O=C1CCC(=O)N1CCC(c1ccc(F)cc1)c1ccco1 (stereo not given) → 15	9	0.3	99	4.0	-8	2	-9	2	0
Record of C=CC[C@@H](CC(=O)NCCO)C(=O)N[C@H](C)COC(=O)[C@@H](CC=C)Cc1ccc(F)cc1 → .	-6	0.0	97	-4.2	-11	2	1	0	-7
Record of CSc1ccc(S(=O)(=O)NCC(=O)OCCOc2ccccc2)cc1[N+](=O)[O-] → -8	6	0.0	94	-0.4	-1	2	2	2	14
Record of Cc1ccc(/C=C2\Oc3c(ccc(O)c3CN3CCN(C)CC3)C2=O)cc1 → -10	-6	-0.8	101	-1.3	-10	-2	5	2	0
Record of O=C(Nc1ccc(S(=O)(=O)N2CCCCCC2)cc1)c1ccco1 → -5	15*	-0.1	91	0.0	-5	-5	-4	-1	-5

The main list resumes with the 7 entries that preceded the break.
SMILES	Vif imaging	m5-HT2A agonist	aDG glyco up	ABCB6 inh MLPCN	iPSC survival up	CaV13 FRET inh	N-glyco inh	PDI turbidity	H9c2 protect	Exocytosis inh
CC(C)(C)c1csc(NC(=O)Cn2cnc3ccccc3c2=O)n1	1	2	0.0	94	-3.5	-1	2	1	7	-1
Cc1nc2c(-c3ccc(F)cc3)cnn2c(N)c1-c1ccc(F)cc1	-1	0	0.7	99	-0.6	-11	-17	-21	-18	-15
O=C(O)C1CCCN1C(=O)C1CCN(S(=O)(=O)c2cccc(C(F)(F)F)c2)CC1 (stereo not given)	6	5	-0.1	100	-0.5	.	1	-9	1	2
Cc1ccc(/C=C2\Oc3c(ccc(O)c3CN3CCN(C)CC3)C2=O)cc1	-10	-6	-0.8	101	-1.3	-10	-2	5	2	0
C=CC[C@@H](CC(=O)NCCO)C(=O)N[C@H](C)COC(=O)[C@@H](CC=C)Cc1ccc(F)cc1	.	-6	0.0	97	-4.2	-11	2	1	0	-7
O=C(Nc1ccc(S(=O)(=O)N2CCCCCC2)cc1)c1ccco1	-5	15*	-0.1	91	0.0	-5	-5	-4	-1	-5
O=C1CCC(=O)N1CCC(c1ccc(F)cc1)c1ccco1 (stereo not given)	15	9	0.3	99	4.0	-8	2	-9	2	0
CSc1ccc(C(O)c2ncc(-c3cccc(F)c3)[nH]2)cc1 (stereo not given)	.	-3	-0.3	96	6.8	-8	0	-10	-8	-2
Cc1ccc(OC(=O)C(C)c2cccc(C(=O)c3ccccc3)c2)cc1 (stereo not given)	0	-5	0.1	100	0.3	-9	1	1	-9	-1
O=C(CSCCO)Nc1ccc(C2CCCCC2)cc1	-12	-4	0.2	93	0.2	-6	1	-6	-8	4
CC(=O)Nc1ccc(NC(=O)c2ccccc2S(=O)(=O)c2ccccc2[N+](=O)[O-])cc1	0	2	0.6	94	4.2	-3	3	-4	15	-3
Cc1ccc(OCC(=O)NCC2CCCO2)c(C)c1 (stereo not given)	1	-1	0.2	104	0.3	0	1	0	0	-6
O=C(O)c1ccccc1C(=O)OCCCCOC(=O)c1ccccc1C(=O)O	19	-1	-0.2	99	0.2	-3	1	1	0	2
COc1ccc(S(=O)(=O)NC(Cc2ccccc2)C(=O)O)cc1 (stereo not given)	2	2	-0.1	95	0.8	-17	2	8	2	-1
Cc1cc(C)n(C(CC(=O)O)C(=O)O)n1 (stereo not given)	-1	5	0.0	91	2.2	-4	0	0	5	-1
CC(C)(C)NC(=O)CCN(/N=C/c1ccncc1)C1=NS(=O)(=O)c2ccccc21	-2	3	0.1	96	2.1	-3	-1	-3	8	2
COc1cc(OC)cc(C(=O)Nc2sc3c(c2C(N)=O)CCC3)c1	-4	2	-0.2	101	1.6	-3	1	-4	-6	-29
